CRFR2-BP antag: antagonists of CRF-binding protein/CRF-R2 receptor complex | HEK293 CRF-R2/CRF-BP, CRF-induced calcium fluorescence | inhibition, % at 11.8 µM | 350,000 compounds, 0.59% hits | AID 588475;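 active means inhibition of the ligand-induced calcium signal above about 50% at the single tested concentration, limit read from the data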
M4 antag: CHRM4 antagonism in calcium assay; P08173; AID 624125; CHO-hM4 cells, ACh EC80, Fluo-8 calcium fluorescence; 360,000 compounds, 0.73% hits; inhibition, % at 3 µM;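 active means inhibition above its plate's cutoff, the mean inhibition of sample wells plus 3 SD, cut at about 27% in these data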;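 further: 0% = acetylcholine EC80 with DMSO and 100% = DMSO without agonist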
Target sequence (P08173 whole entry, looked up): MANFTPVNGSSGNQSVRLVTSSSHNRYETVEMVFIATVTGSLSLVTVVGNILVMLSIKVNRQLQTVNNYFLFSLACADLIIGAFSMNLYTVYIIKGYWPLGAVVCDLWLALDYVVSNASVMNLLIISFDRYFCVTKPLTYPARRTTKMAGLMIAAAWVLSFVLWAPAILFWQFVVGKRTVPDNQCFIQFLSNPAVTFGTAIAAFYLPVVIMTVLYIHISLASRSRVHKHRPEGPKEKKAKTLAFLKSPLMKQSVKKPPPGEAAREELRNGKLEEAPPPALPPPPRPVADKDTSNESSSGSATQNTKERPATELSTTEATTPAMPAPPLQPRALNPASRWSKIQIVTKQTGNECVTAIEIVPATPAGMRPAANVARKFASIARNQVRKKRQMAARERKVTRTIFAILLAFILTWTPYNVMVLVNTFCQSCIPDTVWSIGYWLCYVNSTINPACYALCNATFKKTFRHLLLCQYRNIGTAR
CRFBP-R2 agonist: agonists of human CRF-binding protein/CRF-R2 receptor complex; HEK293 CRF-R2/CRF-BP, calcium dye fluorescence (FLIPR); percent of saturating CRF peptide response; activation, % at 13.2 µM; 350,000 compounds, 0.46% hits; AID 588473;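 active means activation of at least 50%, plus an integration ratio under a set limit after plate pattern correction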;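 further: plate controls were neutral control wells without compound for no effect and CRF at EC100 for full effect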
CHRM1 PAM: potentiates human M1 receptor response to acetylcholine; 360,000 compounds, 0.088% hits; activation, % at 3 µM; P11229; CHO-K1 hM1, Fluo-8 calcium fluorescence, ACh EC20; 0% = ACh EC20, 100% = maximal ACh; AID 588819; in the data active means activation above about 19%, passing the limit was not always enough
M5 ag: CHRM5 agonism in calcium assay. 360,000 compounds, 0.19% hits. activation, % at 3 µM. CHO-K1 hM5 cells, Fluo-8 calcium fluorescence; 0% DMSO wells, 100% maximal acetylcholine response. AID 624037;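 active means activation above the run's mean over test compounds plus 3 SD, cut at about 23% in these data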;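 further: signal is peak over basal fluorescence ratio across the kinetic read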
Target sequence (P08912 whole entry, looked up): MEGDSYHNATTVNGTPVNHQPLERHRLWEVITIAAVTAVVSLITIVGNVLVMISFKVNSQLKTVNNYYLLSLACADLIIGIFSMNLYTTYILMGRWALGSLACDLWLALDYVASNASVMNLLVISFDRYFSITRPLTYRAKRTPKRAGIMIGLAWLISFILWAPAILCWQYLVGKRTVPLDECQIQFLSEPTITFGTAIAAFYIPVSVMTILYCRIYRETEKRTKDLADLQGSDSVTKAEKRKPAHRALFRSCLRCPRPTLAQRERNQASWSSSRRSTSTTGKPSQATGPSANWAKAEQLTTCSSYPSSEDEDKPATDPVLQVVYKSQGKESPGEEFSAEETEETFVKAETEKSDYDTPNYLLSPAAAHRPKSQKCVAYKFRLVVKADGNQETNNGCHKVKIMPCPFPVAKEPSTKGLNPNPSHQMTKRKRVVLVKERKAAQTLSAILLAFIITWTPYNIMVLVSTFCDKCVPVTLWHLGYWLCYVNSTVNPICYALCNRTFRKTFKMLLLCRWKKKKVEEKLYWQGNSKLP
M4 ag: CHRM4 agonism in calcium assay. CHO-K1 hM4/Gqi5, Fluo-8 calcium fluorescence; vehicle 0%, full acetylcholine response 100%. activation, % at 3 µM. P08173. 360,000 compounds, 0.14% hits;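 active means activation above the run mean over all test wells plus 3 SD, cut at about 32% in these data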;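 further: peak over basal fluorescence ratio per well then scaled between controls; 0% = DMSO wells and 100% = acetylcholine at EC100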
CHRM5 antagonist: blocks acetylcholine activation of human M5 receptor; P08912; inhibition, % at 3 µM; CHO-hM5 cells, Fluo-8 calcium fluorescence, ACh EC80; 360,000 compounds, 0.59% hits;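 active means inhibition above a per-plate cutoff, the mean of that plate's test compounds plus 3 SD, cut at about 27% in these data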;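 further: 0% = acetylcholine EC80 with DMSO and 100% = DMSO without agonist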
M4 PAM: positive allosteric modulators of human muscarinic M4 receptor | P08173 | CHO-K1 hM4/Gqi5, Fluo-8 calcium fluorescence, ACh EC20; 0% = ACh EC20, 100% = maximal ACh | activation, % at 3 µM | 360,000 compounds, 0.4% hits;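 active means activation above its plate's cutoff, the mean activation of sample wells plus 3 SD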; further: some results filed as inactive read as strong as hits
M5 PAM: potentiates acetylcholine response at human M5 receptor; activation, % at 3 µM; AID 624038; CHO-K1 hM5, Fluo-8 calcium, ACh EC20 PAM; 0% = ACh EC20, 100% = ACh EC100; 360,000 compounds, 0.3% hits;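 active means activation above the run cutoff, the mean activation of all test compounds plus 3 SD, cut at about 18% in these data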
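system = human M5 receptor in CHO-K1 cells | compound = one concentration, 3 µM final (nominal) | schedule = Post-acetylcholine fluorescence recording 140 s | signal = Fluo-8 calcium dye fluorescence, kinetic read | benchmarks = low control EC20 acetylcholine (0%), high control EC100 acetylcholine (100%) | repeats = singlicate, one well per test compound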
Active calls of the source: *; · = not tested or not shown.

Values in the order: CRFR2-BP antag	M4 antag	CRFBP-R2 agonist	CHRM1 PAM	M5 ag	M4 ag	CHRM5 antagonist	M4 PAM	M5 PAM
O=C(O)c1ccccc1CSC1=NCCS1
  12	3	0.0	4	-3	1	-3	0	-7
Cc1cc(C(=O)OCC(=O)NC2CCC(C)CC2)c(C)o1 (stereo not given)
  1	0	-0.3	4	-3	-2	11	5	1
O=C(CSc1nnc(NC(=O)Cc2ccc(F)cc2)s1)NCc1ccco1
  -5	-6	-3.7	-2	6	1	0	2	4
COc1ccccc1N1CCN(C(=O)c2cccc(S(=O)(=O)N3CCCCCC3)c2)CC1
  -7	-1	0.5	-1	2	21	10	-8	-23
Cc1cc[n+](CC(=O)c2ccccc2)c2ccccc12
  -2	5	-0.4	-3	-7	1	9	-7	-10
CCOCCc1nn2c(=O)cc(CSCC(=O)Nc3cccc(C)c3C)nc2s1
  -4	0	-0.9	-4	-4	·	-2	-1	1
COc1cc(Br)cc2cc(C(=O)OC3CCN(C)CC3)c(=O)oc12
  -8	5	1.9	6	-2	0	-5	3	6
Cc1ccc(C(=O)COC(=O)c2cccc(NC(=O)c3ccc([N+](=O)[O-])cc3[N+](=O)[O-])c2)cc1
  11	5	-0.3	5	3	3	4	10	-3
CC(=O)c1ccc(NC(=O)CCS(=O)(=O)c2ccc3c(c2)n(C)c(=O)c(=O)n3C)cc1
  -12	3	0.0	4	1	0	-2	5	4
O=C(O)c1ccc(NS(=O)(=O)c2cc(Cl)sc2Cl)cc1
  4	-17	-3.4	8	-1	1	15	1	1
O=C(NC1CCN(Cc2ccccc2)CC1)C1CCN(S(=O)(=O)c2ccccc2)CC1
  -9	10	-0.6	-1	-3	1	15	1	-1
OCCCNc1ncnc2sc3c(c12)CCN(Cc1ccccc1)C3
  -5	-14	8.3	-5	0	3	-10	3	0
CCOC(=O)c1c(C)nc2c(c1-c1cc(OC)c(OC)c(OC)c1)C(=O)c1ccccc1-2
  6	0	0.9	3	-1	0	0	0	-5
COc1ccc(-c2cc3onc(-c4c(Cl)cccc4Cl)c3c(=O)n2C)cc1
  14	6	1.3	-2	-4	3	14	14	-3
Cc1ccc(OCCOCCn2ccnc2)c(Br)c1
  13	12	1.9	3	-4	1	4	2	-2
O=C(CCNS(=O)(=O)c1cccc2nsnc12)NC1CCN(Cc2ccccc2)CC1
  0	7	-1.0	-1	-13	0	-1	-4	-15
O=C(NC1C=CS(=O)(=O)C1)c1sc2ccccc2c1Cl (stereo not given)
  -3	-5	-0.6	10	1	1	-2	5	3
CCN(CC)S(=O)(=O)c1cc(NC(=O)C(C)OC(=O)c2[nH]c(C)c(C(C)=O)c2C)ccc1C (stereo not given)
  13	-2	-0.4	-3	-1	4	5	1	-10
COC(=O)CC(=O)CSc1nc2c(cc1C#N)CCC2
  -2	-7	-1.6	18	2	1	-6	10	4
COc1cccc(-c2noc(CCCC(=O)Nc3ccc(C(N)=O)cc3)n2)c1
  3	-2	0.4	0	1	3	-8	-9	-4
COc1cc(S(=O)(=O)NC2CCSc3ccccc32)ccc1NC(C)=O (stereo not given)
  5	-14	0.8	11	-2	2	0	3	1
Cc1ccc(S(=O)(=O)CCC(=O)N(C)C2CCCCC2)cc1
  -4	2	-1.4	7	-1	0	2	-4	-4
Cc1cc(C(=O)NNC(=S)Nc2ccccc2)nn1C
  -40	4	0.9	-1	2	1	9	-1	0
COC(=O)[C@]12CCCCC=C1N(Cc1cccc3ccccc13)C(=O)[C@H](CC(=O)N1CCN(C(=O)c3ccco3)CC1)C2
  ·	-11	·	·	6	24	-3	-7	-9
COc1ccc(CNC(=O)CSc2ncnc3nc[nH]c23)cc1
  -6	3	-1.6	12	-7	0	-5	1	-9
O=C(NC(Cc1ccccc1)C(=O)O)/C(=C\c1cccc([N+](=O)[O-])c1)NC(=O)c1ccco1 (stereo not given)
  -4	-6	1.3	16	-2	0	-9	1	4
COc1ccc(CCNC(=S)N2CCN(S(=O)(=O)c3ccccc3)CC2)cc1
  -2	0	-0.9	10	0	6	-2	-1	4
COC(=O)c1ccc2c(=O)n(CCCCCC(=O)NCc3ccccc3)c(=O)[nH]c2c1
  1	3	0.7	10	0	2	3	-3	-3
O=c1c(Cc2ccc(F)cc2)c(O)ccn1CC1CCCO1 (stereo not given)
  -10	-1	3.3	16	4	2	-15	2	7
CC(C)(C)NC(=O)c1ccc2c(c1)N(CC(=O)NC1CCCC1)C(=O)C(C)(C)O2
  -15	-5	0.2	9	-3	4	7	2	1
Cc1nnc(N(C(=O)c2cnccn2)c2ccccc2)s1
  -13	1	5.2	11	4	1	-6	7	8
Cn1c(=O)c(=O)n(C)c2cc(S(=O)(=O)CCC(=O)NCc3ccccc3)ccc21
  -60	-14	0.8	7	1	1	1	1	-2
Cc1nc(N)sc1C(=O)N/N=C/c1cccnc1
  3	4	0.3	8	3	0	-8	2	19*
Cc1ccc(NCc2nnc(SCC(=O)Nc3nnc(C)s3)n2C)cc1
  -13	-1	-0.8	14	0	1	4	7	-1
c1ccc(CC(Nc2ccccn2)c2ccccc2)cc1 (stereo not given)
  -31	-9	-1.6	2	-9	-1	-13	-1	1
COc1cccc(Cn2cc(/C=N/NC(=O)c3cc(O)cc(O)c3)c3ccccc32)c1
  5	-5	0.5	0	5	7	-6	-2	-6
Cc1ccc(S(=O)(=O)N2CCN(C(=O)COc3ccc(Br)cc3)CC2)cc1
  -4	-8	0.0	8	-1	1	3	7	-5
CCOC(=O)COc1ccc(N)cc1CC(NC(C)=O)(C(=O)OCC)C(=O)OCC
  -5	-5	-0.5	-3	0	0	7	-1	-4
Cc1cc(C)c(NS(=O)(=O)c2c(C)noc2C)c(C)c1
  -2	2	-0.8	-5	-7	-3	5	-5	-6
CCOC(=O)C(C)Sc1ccc2nnc(-c3ccc(F)cc3)n2n1 (stereo not given)
  17	-11	-1.3	5	2	-1	5	-4	3
O=C(NC(=S)N1CCN(c2ccccc2)CC1)c1ccco1
  1	8	1.1	7	-2	0	12	-1	1
Cc1ccc(C(C)C)cc1S(=O)(=O)Nc1cccnc1
  4	-8	-1.2	4	-1	2	3	2	2
COC(=O)C1CCCN1C(=O)c1cccs1 (stereo not given)
  -16	-9	3.8	17	-2	1	-10	9	0
O=C1NC(=S)N/C1=C\c1ccc(Oc2ccc(C(F)(F)F)cc2[N+](=O)[O-])c(Cl)c1
  6	18	-2.4	3	3	1	-9	15	19*
CCNC(=S)NNC(=O)c1cc(-c2cccc(C)c2)nc2ccccc12
  9	-7	-0.8	-8	8	10	12	0	-14
CCC(C)NS(=O)(=O)c1ccc(OCC(=O)Nc2ccc3c(c2)OCO3)cc1 (stereo not given)
  -7	4	-0.3	-4	4	4	13	-4	-9
O=S(=O)(Nc1ccccc1)c1ccc(NS(=O)(=O)c2cccs2)cc1
  5	5	0.2	12	0	1	4	0	3
O=C(OC(C(=O)NCc1ccco1)c1ccc(Cl)cc1)c1cccs1 (stereo not given)
  8	-3	-1.6	-2	-3	1	6	-8	-7
CCC(C(=O)O)P(=O)(c1ccc(Cl)cc1)c1ccc(Cl)cc1 (stereo not given)
  8	-4	0.0	8	0	1	-9	8	1
COc1ccc(CNC(=O)Nc2ccc(C)c(C)c2)cc1
  22	4	-2.2	6	-4	0	2	-5	-3
CCOc1ccc(C(C)=O)cc1N1C(=O)C2C(C1=O)C1C=CC2C12CC2 (stereo not given)
  0	-5	0.6	11	1	0	-1	5	11
CCCC(c1nnnn1C(C)(C)CC)N(Cc1ccco1)Cc1cc2ccc(OC)cc2[nH]c1=O (stereo not given)
  29	-1	-5.3	2	-3	1	-6	3	-5
Cc1nn(-c2ccccc2)c(C)c1NC(=O)COC(=O)c1ccc(O)cc1O
  -3	6	0.6	-4	6	21	17	-8	-14
CN1CCN(C(=S)Nc2ccc(Cl)c(Cl)c2)CC1
  9	6	4.6	-2	1	6	6	1	-6
Cc1c(C(=O)O)cccc1-n1c(C)cc(/C=N/NC(=O)c2cc3ccccc3o2)c1C
  -2	-1	-0.1	10	-1	1	-1	8	-1
CN(CCc1ccccc1)C(=O)c1ccc(NC(=O)Cc2ccc(NC(=O)C3CCCN(C(=O)C4CCCC4)C3)cc2)cc1 (stereo not given)
  22	-1	-0.4	-5	2	1	9	0	-4
COc1ccccc1NC(=O)Nc1ccccc1N1CCOCC1
  7	3	-0.4	1	6	2	2	-16	4
O=C(Nc1nc2cc3c(cc2s1)OCO3)c1ccc(N2C(=O)CCC2=O)cc1
  15	1	0.6	-6	1	2	7	-3	-5
O=C(NC1(C(F)(F)F)OCCO1)c1ccc(F)cc1
  5	-3	-0.8	6	3	2	5	5	0
COC(=O)c1ccc(NC(=O)CN(Cc2ccc(Cl)cc2)S(C)(=O)=O)cc1
  12	-5	1.3	-10	4	7	4	-1	-13

Next section
Values in the order: CRFR2-BP antag	M4 antag	CRFBP-R2 agonist	CHRM1 PAM	M5 ag	M4 ag	CHRM5 antagonist	M4 PAM	M5 PAM
O=C1OCC(Cn2c3ccccc3c3ccccc32)O1 (stereo not given)
  -17	4	3.4	4	-4	2	0	2	3
Cc1noc(C)c1COc1ccccc1C(=O)NNC(=O)c1ccccc1F
  -13	1	-0.5	6	2	1	-1	0	-3
Cc1nc2ccc(C(=O)O)cc2[nH]1
  -14	-2	1.0	4	-2	0	6	5	-9
O=C1CN(C(=O)COC(=O)c2cccnc2Cl)c2ccccc2N1
  -5	0	-1.6	10	2	2	9	2	-5
COc1ccc(Br)cc1S(=O)(=O)n1ccnc1C
  15	10	-2.6	-2	-1	0	4	-4	0
O=C(OCCN1C(=O)c2ccccc2C1=O)c1ccccc1
  0	7	-5.1	2	-2	2	3	-1	-2
CCn1cnc2cc(NCc3ccc(N(C)C)cc3)ccc21
  -33	-9	-0.4	1	-13	1	3	8	5
CCCc1nc2oc3cc(OC)ccc3c(=O)c2c(=O)n1CCc1ccccc1
  0	4	-2.6	15	3	1	5	9	5
COc1ccc(C(=O)C2CCCN(C(=O)c3noc4c3CCCC4)C2)c(C)c1 (stereo not given)
  32	-2	-2.2	0	0	2	11	3	-3
CSC(=NC#N)N1CCN(c2ccc(Cl)cc2)CC1
  4	2	-0.7	-1	0	2	5	-1	-5
COCC(C)NC(=O)c1ccc(Cl)c(Cl)c1 (stereo not given)
  15	2	-0.1	1	-1	0	2	-2	2
CCCC(=O)Nc1ccc(S(=O)(=O)Nc2cc(OC)ncn2)cc1
  -7	-12	-1.0	7	-3	1	-8	4	7
CCOc1c(Cl)cc(C2NC(=O)NC(C)=C2C(=O)NCc2ccccc2)cc1OC (stereo not given)
  8	0	-2.9	-2	3	1	-3	2	2

Quoted at random: 3 entries already listed.
Values in the order: CRFR2-BP antag	M4 antag	CRFBP-R2 agonist	CHRM1 PAM	M5 ag	M4 ag	CHRM5 antagonist	M4 PAM	M5 PAM
O=C(OCCN1C(=O)c2ccccc2C1=O)c1ccccc1
  0	7	-5.1	2	-2	2	3	-1	-2
CCOc1c(Cl)cc(C2NC(=O)NC(C)=C2C(=O)NCc2ccccc2)cc1OC (stereo not given)
  8	0	-2.9	-2	3	1	-3	2	2
O=C1CN(C(=O)COC(=O)c2cccnc2Cl)c2ccccc2N1
  -5	0	-1.6	10	2	2	9	2	-5

Bioassay records as filed in PubChem BioAssay.
